# CRFBP-R2 agonist: agonists of CRF-BP/CRF-R2 complex, primary screen, cell-based, HEK293, calcium dye fluorescence, uHTS. CRF-binding protein / CRF receptor 2 complex (human). calcium dye fluorescence (FLIPR); percent of saturating CRF peptide response. activation, % at 13.2 µM. 350,000 compounds, 0.46% hits. AID 588473, 2011;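 active = activation of at least 50%, plus an integration ratio under a set limit after plate pattern correction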;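 note: plate controls were neutral control wells without compound for no effect and CRF at EC100 for full effect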
# CHRM4 antagonist: human M4 muscarinic receptor antagonists, primary screen, CHO cells, Fluo-8 calcium fluorescence; Muscarinic acetylcholine receptor M4 (Homo sapiens), P08173; CHO-hM4 cells, ACh EC80; inhibition, % at 3 µM; 360,000 compounds, 0.73% hits;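 active = inhibition above its plate's cutoff, the mean inhibition of sample wells plus 3 SD, cut at about 27% in these data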;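 note: 0% = acetylcholine EC80 with DMSO and 100% = DMSO without agonist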
# Target sequence (P08173 whole entry, looked up): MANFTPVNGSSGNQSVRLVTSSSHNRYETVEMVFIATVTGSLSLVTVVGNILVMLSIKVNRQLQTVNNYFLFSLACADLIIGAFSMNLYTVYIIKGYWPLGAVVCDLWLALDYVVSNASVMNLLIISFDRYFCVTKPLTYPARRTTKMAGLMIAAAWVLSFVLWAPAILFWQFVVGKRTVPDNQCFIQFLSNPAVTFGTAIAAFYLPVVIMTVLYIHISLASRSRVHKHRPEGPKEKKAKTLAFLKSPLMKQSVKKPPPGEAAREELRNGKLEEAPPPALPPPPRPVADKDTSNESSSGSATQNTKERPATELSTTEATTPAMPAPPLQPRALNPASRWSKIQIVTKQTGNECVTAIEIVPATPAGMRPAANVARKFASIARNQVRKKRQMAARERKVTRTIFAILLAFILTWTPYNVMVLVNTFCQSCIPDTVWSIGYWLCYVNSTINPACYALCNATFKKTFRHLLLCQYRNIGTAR
# IDE cell inh: human IDE inhibitors in live cells, primary screen, fluorescence polarization, HEK cells, FAbetaB substrate. Insulin-degrading enzyme (Homo sapiens), P14735. FAbetaB cleavage. inhibition, % at 5.59 µM. 320,000 compounds, 0.41% hits;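 active = percent inhibition above the average of all tested compounds plus 3 SD, set per screening campaign, cut at about 16% in these data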;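 note: IDE supplied by intact live HEK cells; FP after avidin binding of uncleaved biotin substrate so inhibition keeps polarization high; 0% = DMSO wells and 100% = 60 µM reference IDE inhibitor Ii1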
# M4 ag: human M4 muscarinic receptor agonists, primary screen, CHO-K1 cells, Fluo-8 calcium fluorescence; CHO-K1 hM4/Gqi5; vehicle 0%, full acetylcholine response 100%; activation, % at 3 µM; 360,000 compounds, 0.14% hits;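 active = activation above the run mean over all test wells plus 3 SD, cut at about 32% in these data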;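 note: peak over basal fluorescence ratio per well then scaled between controls; 0% = DMSO wells and 100% = acetylcholine at EC100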
# CHRM5 agonist: human M5 muscarinic receptor agonists, primary screen, CHO-K1 cells, Fluo-8 calcium fluorescence. Muscarinic acetylcholine receptor M5 (Homo sapiens), P08912. CHO-K1 hM5 cells; 0% DMSO wells, 100% maximal acetylcholine response. activation, % at 3 µM. 360,000 compounds, 0.19% hits;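 active = activation above the run's mean over test compounds plus 3 SD, cut at about 23% in these data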;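 note: signal is peak over basal fluorescence ratio across the kinetic read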
# Target sequence (P08912 whole entry, looked up): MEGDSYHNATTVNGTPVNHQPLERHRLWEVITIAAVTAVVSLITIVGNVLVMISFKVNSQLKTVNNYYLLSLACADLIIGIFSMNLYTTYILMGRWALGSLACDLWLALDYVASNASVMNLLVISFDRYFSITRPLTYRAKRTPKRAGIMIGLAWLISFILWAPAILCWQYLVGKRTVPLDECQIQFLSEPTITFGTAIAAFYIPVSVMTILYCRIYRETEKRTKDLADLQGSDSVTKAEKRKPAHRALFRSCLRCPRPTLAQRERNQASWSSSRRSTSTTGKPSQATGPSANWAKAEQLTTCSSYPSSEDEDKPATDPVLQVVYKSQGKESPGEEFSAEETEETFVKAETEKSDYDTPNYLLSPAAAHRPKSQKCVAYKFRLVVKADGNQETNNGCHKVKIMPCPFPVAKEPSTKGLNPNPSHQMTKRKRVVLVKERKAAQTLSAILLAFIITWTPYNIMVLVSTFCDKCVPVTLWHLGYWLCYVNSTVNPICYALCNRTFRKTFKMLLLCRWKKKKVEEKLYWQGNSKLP
# CRFR2-BP antag: antagonists of CRF-BP/CRF-R2 complex, primary screen, cell-based, HEK293, calcium dye fluorescence, uHTS; CRF-induced calcium fluorescence; inhibition, % at 11.8 µM; 350,000 compounds, 0.59% hits; AID 588475, 2011;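 active = inhibition of the ligand-induced calcium signal above about 50% at the single tested concentration, limit read from the data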
# CHRM4 PAM: human M4 muscarinic receptor positive allosteric modulators, primary screen, CHO-K1 cells, Fluo-8 calcium fluorescence; activation, % at 3 µM; 360,000 compounds, 0.4% hits; AID 624126, 2012; CHO-K1 hM4/Gqi5, ACh EC20; 0% = ACh EC20, 100% = maximal ACh;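 active = activation above its plate's cutoff, the mean activation of sample wells plus 3 SD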; note: some results filed as inactive read as strong as hits
# CHRM5 PAM: human M5 muscarinic receptor positive allosteric modulators, primary screen, CHO-K1 cells, Fluo-8 calcium fluorescence; Muscarinic acetylcholine receptor M5 (Homo sapiens), P08912; 360,000 compounds, 0.3% hits; activation, % at 3 µM; CHO-K1 hM5, ACh EC20 PAM; 0% = ACh EC20, 100% = ACh EC100;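 active = activation above the run cutoff, the mean activation of all test compounds plus 3 SD, cut at about 18% in these data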
#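 system = human M5 receptor in CHO-K1 cells | reagent = EC20 acetylcholine as agonist stimulus | compound dosing = single-point, 3 µM nominal | incubation = Fluo-8 loading 80 min at 37 °C plus 30 min room temperature | detection = Fluo-8 calcium dye fluorescence, kinetic read | benchmarks = low control EC20 acetylcholine (0%), high control EC100 acetylcholine (100%)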
# M5 antag: human M5 muscarinic receptor antagonists, primary screen, CHO cells, Fluo-8 calcium fluorescence; Muscarinic acetylcholine receptor M5 (Homo sapiens), P08912; CHO-hM5 cells, ACh EC80; 360,000 compounds, 0.59% hits; inhibition, % at 3 µM; AID 624040, 2012;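 active = inhibition above a per-plate cutoff, the mean of that plate's test compounds plus 3 SD, cut at about 27% in these data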;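 note: 0% = acetylcholine EC80 with DMSO and 100% = DMSO without agonist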
# * hit, by the source's call; · = not tested or not shown.
no.	M5 antag	CHRM5 PAM	CRFBP-R2 agonist	IDE cell inh	M4 ag	CRFR2-BP antag	CHRM4 antagonist	CHRM4 PAM	CHRM5 agonist	Compound
1	15	-11	-1.0	-2	1	0	0	0	-2	CC(=O)Nc1ccc(/C(C)=N/NS(=O)(=O)c2ccccc2)cc1
2	-3	3	-0.4	6	0	11	-21	0	-6	COc1ccc(-c2cncnc2-c2ccc(OC)cc2O)cc1
3	-4	1	-0.3	-5	2	-9	-6	2	-1	C[C@H](CO)N1C[C@H](C)[C@@H](CN(C)CC2CCCCC2)Oc2c(NC(=O)Cc3ccccc3)cccc2C1=O
4	4	-5	0.6	1	0	-4	1	5	-2	CCOC(=O)c1cc(C(=O)c2cccs2)n2ccc(C(C)=O)cc12
5	15	-3	0.2	4	2	0	1	0	0	COc1ccc(-n2nc(C(=O)NCCCN3CCCC3=O)c3c4ccccc4n(C)c3c2=O)cc1Cl
6	-7	8	-0.4	5	0	-15	-7	2	-2	COP(=O)(OC)c1nc(-c2cccc3ccccc23)oc1NCc1ccccc1
7	2	-3	-0.6	-3	0	-12	2	-4	0	CCN(CC(=O)Nc1c(F)cccc1F)C(=O)CSc1ccccc1
8	6	-5	0.7	-8	0	18	7	-3	1	CC(=O)c1ccc(NC(=O)CO/N=C(\C)c2cccs2)cc1
9	1	4	-1.6	2	1	3	1	5	-1	O=C1N(Cc2ccc(F)cc2)CCN1c1ccc(F)cc1
10	-7	11	-1.9	·	1	3	-2	4	0	Cc1ccc2c(=O)n3c(nc2c1)C(C)NC(=O)c1cccnc1-3 (configuration not stated)
11	-1	0	1.4	6	1	1	-4	1	3	COc1ccc(N(CC(=O)NC2CCCC2)C(=O)Cn2nnc(-c3ccc(F)cc3)n2)cc1OC
12	5	-1	-0.6	1	0	-5	-1	0	3	COc1ccc2c(c1OC)C(=O)OC2Nc1nc2ccccc2s1 (configuration not stated)
13	1	10	-1.6	1	-1	15	-1	16	2	C/C(=N\OCC(=O)Nc1ccccc1C(=O)O)c1cccs1
14	4	-6	-4.7	3	-1	9	-5	-7	-8	Cc1ccc(CN(Cc2ccccn2)C(=O)Nc2ccc(C)c(C)c2)cc1
15	-1	4	0.5	-1	4	-15	4	-7	-8	CC1(C)CC(NC(=O)c2sc3cc(Cl)ccc3c2Cl)CC(C)(C)N1
16	2	-3	-2.9	-2	3	5	5	-3	-2	O=C(NNc1c(F)c(F)cc(F)c1F)c1cc2ccccc2oc1=O
17	7	-3	0.8	1	4	-17	-3	2	-2	CC(C)NCC(O)(c1ccc(Cl)cc1)c1ccc(Cl)cc1
18	14	-1	1.1	-3	4	-5	9	-11	0	COc1cc(C(=O)NCC(c2ccc(F)cc2)N2CCOCC2)ccc1OCc1ccccc1Cl (configuration not stated)
19	-4	0	-2.1	5	1	5	-8	-4	0	CC(=O)N1CCc2cc(C(=O)CN3CCC(C)CC3)ccc21
20	-5	-1	-1.5	4	3	-11	1	3	0	O=C(CSc1nnc(-c2ccc(S(=O)(=O)N3CCCC3)cc2)o1)NCc1ccco1
21	8	-10	-1.9	6	19	-6	4	-5	9	O=C(c1ccc(Cl)c(S(=O)(=O)Nc2ccc(F)cc2)c1)N1CCN(c2ccccn2)CC1
22	-1	-7	-3.4	-1	2	6	-6	-1	2	Cc1ccc(NC(=O)CNC(=O)c2ccc(C(C)(C)C)cc2)cc1S(=O)(=O)N1CCOCC1
23	11	-11	0.1	3	7	12	-6	-9	1	COc1ccc2cc(C(=O)C3CCCN(C(=O)CCc4cnn(C)c4)C3)ccc2c1 (configuration not stated)
24	2	-4	11	-2	1	-7	-1	1	2	O=C(COC(=O)C12CC3CC(CC(C3)C1)C2)NCc1ccccc1
25	12	-10	0.6	·	11	-10	1	-3	3	O=[N+]([O-])c1cccc(NC(=S)N2CCc3ccccc32)c1
26	-4	0	3.1	-2	5	-29	-16	4	-3	CCOC(=O)c1c(C)[nH]c(C(=O)NNC(=O)c2ccc(C(C)(C)C)cc2)c1C
27	-4	6	-1.1	3	0	4	10	-8	1	CCOC(=O)COc1ccc2c(c1)C(=O)CC1(CCCCC1)O2
28	14	-11	15	16	1	-55	7	-16	1	CCN(CC)c1ccc(/C=C(\C#N)c2ccccn2)cc1
29	5	-1	-4.4	-4	-1	-2	-3	13	-2	CON(c1nc(N(C)C)nc(N(C)C)n1)S(=O)(=O)c1ccccc1Cl
30	-2	-7	-1.1	6	3	-6	2	-2	3	O=C(NC1CCCCCCC1)C1CCN(S(=O)(=O)N2CCC3(CC2)OCCO3)CC1
31	6	3	0.4	2	1	2	-6	2	2	COc1cc(C2C(C#N)=C(N)OC3=C2C(=O)CCC3)ccc1OC(=O)N1CCOCC1 (configuration not stated)
32	6	-3	-0.1	1	-3	6	2	4	-2	O=C(CSCc1ccco1)Nc1cc(C(F)(F)F)ccc1N1CCOCC1
33	-6	5	0.5	-2	0	-4	-7	-3	1	COc1ccccc1C(=O)Nc1nnc(C)s1
34	4	2	-6.2	11	2	6	7	-11	-3	CCOc1c(Nc2ccc(C(C)C)cc2)c(=O)c1=O
35	-4	-6	-1.4	0	1	10	-6	-1	-3	Cc1ccccc1CSCC(=O)NCCSc1ccccn1
36	0	0	-1.7	3	3	10	-8	2	1	CN(C)/C=N/c1sccc1C(N)=O
37	-5	13	-1.4	1	1	12	2	-1	2	COc1ccc(C(C#N)N2CCC(c3ccccc3)=N2)cc1OC (configuration not stated)
38	-3	-1	-0.5	-1	0	5	6	-3	1	Cc1cc(NC(=O)CSc2nnc(-c3ccco3)o2)no1
39	13	-3	2.1	1	0	7	9	5	-7	C=CCN1C2=NCCCN2c2ccccc21
40	3	3	3.5	12	-1	-19	7	-6	-2	CC(C)CNC(=O)NC(=O)COC(=O)COc1ccc(Cl)cc1Cl
41	-6	6	-0.7	2	-3	9	-5	16	5	CCOC(=O)C1CCCN(C(=O)C2CC(=O)N(c3ccc(C)cc3)C2)C1 (configuration not stated)
42	3	-1	-1.4	-1	3	-3	10	-7	-3	O=S(=O)(c1cccc(-c2nnc(-c3cccnc3)o2)c1)N1CCCCC1
43	9	-1	1.4	0	0	-4	2	-7	-1	CCCNc1c(N)c(=O)c1=O
44	-10	8	2.6	-2	4	-3	-14	11	-6	CCCCN(CC)Cc1ccc(CNC(=S)Nc2cccc(F)c2)o1
45	-19	-2	0.2	5	9	-8	-5	-14	-5	CC(C)N(Cc1nccn1C)C(=O)c1ccc2oc(CCCc3ccccc3)nc2c1
46	-1	-2	-0.2	4	5	11	-7	-1	0	CCC(=O)N1CCc2cc(S(=O)(=O)NCCC(=O)Nc3cc(C)cc(C)c3)ccc21
47	-1	-3	-2.1	-1	15	-8	7	-6	5	O=C(Nc1ccc(S(=O)(=O)NCc2ccco2)cc1)c1ccc(F)cc1
48	-1	6	-3.2	2	-2	9	6	5	1	C=CCOC(=O)N1CCN(c2cccc(C(F)(F)F)c2)CC1
49	4	4	1.1	-5	0	-3	11	0	-2	Cc1ccc(F)cc1NC(=O)CCc1c(C)[nH]c(=O)c(C#N)c1C
50	7	-5	5.3	2	4	-10	6	-2	-1	O=C(Nc1cccc(F)c1)c1ccc(-c2ccccc2Cl)o1
51	1	1	-0.9	5	0	-1	-13	6	1	CCN(C[C@H]1N[C@@](C)(C(=O)OC)[C@H]2C(=O)N(C)C(=O)[C@@H]12)C(=O)c1ccccc1
52	-5	4	-2.5	-2	-3	28	8	-7	-3	COc1ccccc1NC(=O)C(NC(=O)OC(C)(C)C)C(C)OCc1ccccc1 (configuration not stated)
53	-5	-3	1.3	0	0	-4	1	4	-4	CN1C(=O)C(=O)N(CC(=O)N2CCc3ccccc32)C1=O
54	-4	-2	-1.4	1	2	12	8	5	-5	N#CCn1nnc(-c2ccc3c(c2)OCO3)n1
55	15	-5	1.1	3	1	1	5	-4	-2	Cc1cc(SCc2cccc([N+](=O)[O-])c2)nc(=O)[nH]1
56	9	6	3.5	-1	1	5	4	2	3	Cc1ccc(NC(=O)COC(=O)C2=COCCO2)c([N+](=O)[O-])c1

# An excerpt from above, showing only CHRM5 PAM.
nr | SMILES | CHRM5 PAM
14 | Cc1ccc(CN(Cc2ccccn2)C(=O)Nc2ccc(C)c(C)c2)cc1 | -6
15 | CC1(C)CC(NC(=O)c2sc3cc(Cl)ccc3c2Cl)CC(C)(C)N1 | 4

# Individual results from the entries so far:
# no. 50 in CHRM4 PAM reads -2
# no. 53 in CHRM5 agonist reads -4

# Going on with the list.
no.	M5 antag	CHRM5 PAM	CRFBP-R2 agonist	IDE cell inh	M4 ag	CRFR2-BP antag	CHRM4 antagonist	CHRM4 PAM	CHRM5 agonist	Compound
57	8	-4	-0.4	-2	8	-10	-6	-5	-1	COc1ccc(-c2cc(C(=O)N3CCN(c4ccccc4)CC3)no2)cc1
58	2	0	2.0	-1	2	5	-3	15	1	CC12CN3CC(C)(CN(C1)C3c1ccccc1)C2O (configuration not stated)
59	-3	8	-0.9	5	1	-3	3	-1	-1	CCN1CCN(C(=O)/C=C/c2ccc(F)cc2)CC1
60	-3	-3	-0.7	3	1	-40	-9	-3	0	CCCCn1nc(NC(=O)CC(C)C)c2cc3cc(OC)ccc3nc21
61	5	-2	-2.0	6	0	-2	-9	10	0	COc1ccccc1N1C(=O)c2ccccc2NC1c1ccc(O)cc1 (configuration not stated)
62	1	1	0.8	-3	-1	4	2	8	-1	CCOc1cc(C(=O)Nc2ccc(S(=O)(=O)Nc3cc(C)on3)cc2)cc(OCC)c1OCC
63	18	-6	1.8	-1	0	7	-5	-7	-3	COc1ccc(C(=O)Nc2c(-c3cccs3)c(=O)c3ccccc3n2C)cc1
64	10	-3	-3.0	-1	1	10	-2	8	-2	Cn1c(=O)[nH]c(=O)c2c1nc(NN)n2CCOc1ccccc1
65	-1	-2	-2.0	-5	3	3	-3	2	1	O=C(Nc1ccccc1)c1ccc(NCCN2CCOCC2)c(S(=O)(=O)N2CCOCC2)c1
66	8	-4	0.3	0	0	-10	4	6	-4	O=C(c1ccc(NS(=O)(=O)c2cccs2)cc1)N1CCOCC1
67	8	-6	1.1	4	3	10	4	-11	3	Cc1nnc2ccc(N3CCC4(CC3)OCCO4)nn12
68	10	-11	-0.7	-4	-1	3	1	-3	2	COCCn1c(SCC(=O)NCc2cccs2)nnc1-c1ccc(OC)cc1
69	4	2	0.8	4	0	14	4	5	-4	CCCCc1c(O)nc(SCC(=O)N2CCCCCC2)[nH]c1=O
70	-9	0	0.3	8	5	-9	-19	7	-3	Cc1ccc(Cn2nnc3c(=O)[nH]c(C4CCN(S(=O)(=O)/C=C/c5ccccc5)CC4)nc32)cc1
71	14	-1	6.5	2	4	17	-12	1	2	COc1ccc(CN2CCN(CC(=O)Nc3ccccc3C(=O)NC3CC3)CC2)cc1F
72	-5	3	-2.1	2	0	-6	14	-7	-1	Cc1ccccc1-n1c(C)cc(/C=C2\NC(=O)NC2=O)c1C
73	14	-10	0.1	2	8	-20	-3	-7	-2	COc1ccc(-c2[nH]c(-c3ccc(SC)cc3)nc2SCC(=O)Nc2nccs2)cc1

# Source: PubChem (several laboratories)
